# AMA1 RON2 block – inhibitors of Plasmodium falciparum AMA1-RON2 interaction | AlphaScreen AMA1-biotinylated RON2 peptide binding | Potency, µM (highest dose often 58.2 µM), for the others: top-dose activity change, negative = inhibition, hits mostly inhibitors | 360,000 tested, 0.2% active | AID 720542;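 note: potency is the fitted concentration of half-maximal effect; 0% = vehicle wells and -100% = peptide control; nearly all actives have a fitted effect of over 45% in size; some results filed as inactive show a strong effect at the top dose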
#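 AMA1 (3D7) with his tag at 25 nM final met compounds first, then biotinylated RON2 peptide at 25 nM; detection used donor plus acceptor beads, 10 µg/mL apiece, read by AlphaScreen after 30 min at room temperature.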
# HCMV inh – inhibitors of human cytomegalovirus; HFF cells, HCMV-luciferase reporter, 72 h; hits give low values; activity change, negative = inhibition, % at 57.5 µM; 410,000 tested, 4.5% active; AID 1259415; in the data active = activity change below about -60%; inconclusive = no clear call, values can overlap the other calls; inactive = above about -39%; note: % is set by controls: 0 for no effect and ±100 for the full control effect
#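 HFF cells seeded 16 h at 37C, treated with compounds, infected with luciferase-reporter HCMV at MOI 1 PFU/cell; luciferase read at 72 h post infection, normalized to buffer-only and Salinomycin controls.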
# Shiga inhibitor – Shiga toxin inhibition. Vero cells, Shiga toxin protein synthesis inhibition reporter. inhibition, % at 38.7 µM. 290,000 tested, 9.2% active; in the data active = inhibition mostly above about 28%, no sharp cut-off; inactive = mostly below about 43%; note: 0% is about no effect
# Cycloheximide cs – counter-screen hit for Shiga toxin inhibitors, cycloheximide | cell reporter, cycloheximide protein synthesis inhibition counterscreen | max response, % | 300,000 tested, 12% active; in the data active = max response mostly above about 13%, no sharp cut-off; inactive = mostly below about 14%; note: read at 38.3 µM for the half of the compounds with a filed dose; 0% is about no effect
# FBPA Giardia inh – inhibitors of Giardia lamblia fructose-1,6-bisphosphate aldolase; A8B2U2; purified Giardia FBPA; Potency, µM (titrated, usually from 59.6 µM), inactives show top-dose activity, negative = inhibition, usual class: inhibitors; 290,000 tested, 0.71% active; note: potency is the fitted concentration of half-maximal effect; % is set by controls: 0 for no effect and ±100 for the full control effect; nearly all actives have a fitted effect of over 55% in size
# Target sequence (A8B2U2 whole entry, looked up): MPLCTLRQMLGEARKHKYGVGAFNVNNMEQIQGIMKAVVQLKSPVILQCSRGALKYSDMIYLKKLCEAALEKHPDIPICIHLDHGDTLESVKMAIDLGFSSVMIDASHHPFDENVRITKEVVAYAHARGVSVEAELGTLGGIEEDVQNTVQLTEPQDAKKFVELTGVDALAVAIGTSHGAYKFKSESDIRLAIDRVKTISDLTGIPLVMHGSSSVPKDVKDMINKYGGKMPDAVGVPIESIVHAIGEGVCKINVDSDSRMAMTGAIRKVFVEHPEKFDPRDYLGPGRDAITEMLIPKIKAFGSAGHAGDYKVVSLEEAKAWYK
#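 Giardia FBPA (40 nM reagent) was preincubated 10 min at RT with compound (up to 57.5 uM final), then substrate plus GAPDH/TPI/NAD/arsenate coupling system with diaphorase/resazurin was added; resorufin fluorescence (525/598 nm) was read after 20 min.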
# AmpC no deterg – inhibitors of E. coli AmpC beta-lactamase without detergent; AmpC nitrocefin hydrolysis, absorbance 480 nm, 0.0001% Triton; Potency, µM (titrated, usually from 57.1 µM), inactives show at the highest dose activity change, negative = inhibition, most hits filed as inhibitors; 330,000 tested, 0.52% active; AID 485341;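 note: potency is the fitted concentration of half-maximal effect; plate controls were no compound for no effect and no enzyme for full effect; nearly all actives have a fitted effect of over 20% in size; some results filed as inactive show a strong effect at the top dose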
# Target sequence (P00811 whole entry, looked up): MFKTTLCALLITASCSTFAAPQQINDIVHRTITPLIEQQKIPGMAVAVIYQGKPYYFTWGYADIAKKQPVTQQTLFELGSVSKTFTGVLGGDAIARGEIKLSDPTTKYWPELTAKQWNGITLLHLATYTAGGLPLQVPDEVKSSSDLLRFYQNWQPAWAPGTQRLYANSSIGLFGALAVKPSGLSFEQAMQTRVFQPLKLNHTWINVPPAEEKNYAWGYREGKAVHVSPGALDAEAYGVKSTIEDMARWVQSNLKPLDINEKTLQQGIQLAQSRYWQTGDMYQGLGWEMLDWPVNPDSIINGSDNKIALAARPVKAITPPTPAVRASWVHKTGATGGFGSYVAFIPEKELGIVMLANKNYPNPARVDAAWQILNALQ
#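 20 mM phosphate pH 7.0 + 0.01% (detergent screen) or 0.0001% Triton X-100; 5.3 nM AmpC reagent; cpd preinc 15 min RT; nitrocefin (800 uM stock) to start; A480 q20 s × 4 min; Activity was normalised to no-enzyme and no-compound control wells.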
# AmpC inh detg – AmpC beta-lactamase inhibition with detergent present. P00811. AmpC hydrolysis of nitrocefin, absorbance 480 nm, 0.01% Triton. Potency, µM (top dose mostly 114 µM), inactives show at the highest dose activity change, negative = inhibition, actives largely listed as inhibitors. 370,000 tested, 0.041% active;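 note: potency is the fitted concentration of half-maximal effect; 0% = no-compound wells and -100% = no-enzyme wells; nearly all actives have a fitted effect of over 25% in size; some results filed as inactive show a strong effect at the top dose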
#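 20 mM phosphate pH 7.0 + 0.01% (detergent screen) or 0.0001% Triton X-100; 5.3 nM AmpC reagent; cpd preinc 15 min RT; nitrocefin (800 uM stock) to start; A480 q20 s × 4 min; Activity was normalised to no-enzyme and no-compound control wells.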
# * marks the source's active call; other numbers are inactive results; i = inactive; u = inconclusive; x = not tested or not shown; & = joins results of further samples; [ ] = another dose, or the depositor's remark. Unless noted, calls come from the whole dose curve; as a rule, active = well fitted curve in the direction sought with a large enough effect; inconclusive = small, poorly fitted or top-dose-only effect, or another doubt; inactive = no such curve, though single readings can be large; an effect the other way counts as inactive or inconclusive. An unsorted share of the library; any-hit rate near 16%.
SMILES,AMA1 RON2 block,HCMV inh,Shiga inhibitor,Cycloheximide cs,FBPA Giardia inh,AmpC no deterg,AmpC inh detg
Cc1cccc(/C=C/c2onc(C)c2S(=O)(=O)N2CCC(C(=O)NC(C)(C)C)CC2)c1,-3%,-5,4,1,-4%,3%,u
CCOC(=O)c1cn[nH]c1NC(=S)Nc1ccccc1,88%[activator],103,57*,67*,24%,-43%,-5%
Cc1cc(NC(=O)CSc2ccccn2)no1,-2%,-15,-4,11,1%,-20%,-7%
C/C=C1\NC(=O)[C@@H](NC(=O)[C@H](CCc2ccc(O)cc2)NC(=O)[C@H](C)NC(=O)[C@H](O)CO)[C@@H](C)OC(=O)[C@H](C(C)C)NC(=O)[C@H](Cc2ccc(O)cc2)N(C)C(=O)[C@H](Cc2ccccc2)N2C(=O)C(CC[C@H]2O)NC1=O (stereo not given in full),10%,-14,x,x,x,43%,x
CCOC(=O)c1ccc(NC(=O)c2nc[nH]c2C(=O)NCC(=O)OC(C)(C)C)cc1,125%[activator],-1,-5,4,-23%,119%[activator],9%
COC(=O)c1ccc(C2C(Oc3ccc(OC)cc3)C(=O)N2CCc2ccc(F)cc2)cc1 (stereo not given),11%,33,-6,2,6%,-13%,-3%
COc1ccc(CNc2ccccc2)cc1Br,36%[activator],-1,15,11,0%,-33%,-3%
COc1cc(N2CCOCC2)ccc1/C=C1\C(=O)NC(=O)N(C2CCCCC2)C1=O,3%,-31,2,-2,-7%,-13%,1%
CCc1cc(C(=O)NNC(=S)Nc2cccc(C)c2)cs1,76%[activator],39,66*,28*,4%,-18%,4%
CCn1c(CCCOc2ccc(Cl)cc2Cl)nnc1SCC(=O)Nc1cccc(F)c1,0%,17,-5,-3,7%,16%,u
Cc1ccc(-n2c(=S)[nH]c3sc4c(c3c2=O)CCC4)cc1,42%[activator],31,1,-1,5%,-33%,-1%
COc1cc2cc(C(C)(C)O)oc(=O)c2cc1OC,-4%,29,x,x,x,3%,5%
Cc1ccc(NC(=O)CCCNC(=O)c2ccc(Cl)cc2)c(O)c1,20%,95,91*,69*,-3%,-17%,1%
CN1C2CCC1/C(=C\c1ccc(F)cc1)C(=O)/C2=C/c1ccc(F)cc1,-18%,-103*,-17,-5,2%,-15%,-5%
COC(=O)NNC(=O)COc1cc(C)c(Br)cc1C(C)C,-3%[11.6 µM],5,-9,-4,-3%,13%,u
Cc1ccc(Oc2ccc(Cl)cc2N)cc1,-3%,-36,100*,38*,-13%,-25%,0%
CCOc1ccc(/C=N/NC(=O)Cn2ccnc2C)cc1,-9%,47,-1,-2,1%,-8%,2%
O=C(COC(=O)CSc1ccc([N+](=O)[O-])cc1)NCC1CCCO1 (stereo not given),-14%,16,7,-2,x,-8%,0%
O=C(NCc1ccc2c(c1)OCO2)c1ccc(CS(=O)(=O)Cc2cccc(Cl)c2)o1,8%,-15,-5,0,5%,-13%,-3%
Cc1cc(C=C2C(=O)N(C)C(=S)N(C)C2=O)c(C)n1-c1cccnc1,17%,-35,10,1,3.2µM*,-19%,2%
CCOC(=O)c1cc(CC)sc1/N=C/c1c(O)ccc2ccccc12,-1%,-70*,11,8,-27%,-21%,-1%
COc1ccccc1NC(=O)CSc1nc2ccccc2nc1N1CC(C)OC(C)C1 (stereo not given),2%,62,5,3,-14%,59%,u
CC(=O)[C@H]1CC[C@H]2[C@@H]3CCC4=CC(=O)CC[C@]4(C)[C@H]3CC[C@]12C,-2%&7%,-10&-14,-13&-8,-3&7,7%&10%&-2%&13%,43%&11%&56%,-1%&-20%&-1%
CC(=O)Nc1ccccc1NC(=O)c1ccc(C)cc1C,-5%,-63*,-5,-3,2%,0%,-1%
CC[C@@H](C)CN1C(=O)N[C@@H](c2ccccc2)C(C(C)=O)=C1C,-2%,3,x,x,7%[12.9 µM],x,x
CCC(=O)Nc1ccc2nc(C3CC3)n(Cc3ccccc3)c(=O)c2c1,37%[activator],12,33,11,4%,-9%,u
O=C(Cc1ccc(Cl)c(Cl)c1)Nc1ccccc1N1CCOCC1,-22%,-19,6,10,1%,-24%,7%
COC(=O)c1ccc(N2CCN(C(=O)c3ccccc3)CC2)c(NC(C)=O)c1,4%,12,-7,-5,4%,-12%,4%
O=c1[nH]c(N2CCOCC2)nc2ccccc12,7%,8,x,-4,-5%,-15%,-9%
COC(=O)[C@@]1(Cc2ccc(F)cc2)[C@H]2c3cc(C(=O)N(C)C)n(Cc4ccsc4Br)c3C[C@H]2CN1C(=O)c1ccccc1,-24%,5,x,x,-10%,x,x
COc1cc(NC(=O)c2ccc([N+](=O)[O-])o2)ccc1NC(=O)c1cccs1,-2%,-4,4,8,-14%,-32%,-8%
CC(C)CNC(=O)CN(C1CCCCC1)S(C)(=O)=O,0%,-39,-9,-4,1%,0%,4%
COc1ccccc1C(CNC(=O)c1cccc(NS(=O)(=O)c2ccc(C)c(F)c2)c1)N(C)C (stereo not given),64%[activator],-20,x,x,x,3%,1%
CN1CCc2c(sc(NC(=O)CSc3ccccc3)c2-c2nc3ccccc3s2)C1,x,29,-9,-1,x,x,3%
CCOc1ccc(NC(=O)CCn2c(=S)oc3ccccc32)cc1,11%,6,-8,-1,-2%,-17%,-2%
CCCn1nc(C(=O)Nc2ccc(-n3cnnn3)cc2)c2ccccc2c1=O,-28%,0,x,x,x,-13%,-20%
C[C@H](NC(=O)OC(C)(C)C)C(=O)NCC1CCC(C(=O)O)CC1 (stereo not given in full),-2%,6,-15,-1,2%,-18%,-14%
COc1cc(C=O)ccc1OCCCCOc1ccccc1[N+](=O)[O-],-1%,-22,35*,15*,1%,0%,-15%
Cc1ccccc1N(CC(=O)NCc1ccco1)C(=O)CNS(=O)(=O)c1ccc(F)cc1,0%,-33,1,-2,x,1%,-6%
CCC(C)NC(=O)c1c(N)n(/N=C/c2ccccn2)c2nc3ccccc3nc12 (stereo not given),29%,u,10,8,1%,-2%,4%
CN(C)c1nc(Oc2ccc(=O)[nH]n2)nc(N2CCOCC2)n1,1%,0,1,-1,4%,-13%,2%
CC1(C)C(=O)NCCN1C(=O)CC1C(=O)NCCN1Cc1cccc(C(F)(F)F)c1 (stereo not given),0%,-2,-2,3,x,54%,7%
CC(NC(=O)c1ccccc1Cl)C(=O)Nc1ccc2c(c1)OCO2 (stereo not given),26%,8,x,x,x,-23%,-13%
S=C1Cc2ccccc2C(c2ccc(Cl)cc2)N1 (stereo not given),37%[activator],19,-6,-2,16%,-35%,-6%
O=C(COC(=O)CCc1c[nH]c2ccccc12)NCc1ccc2c(c1)OCO2,-21%,1,-8,5,1%,-24%,6%
Cc1c(Cl)ccc2c1NC(=O)[C@]21N[C@@H](Cc2ccccc2)[C@H]2C(=O)N(c3ccc(F)cc3)C(=O)[C@H]21,13%,0,-18,-3,-6%,0%,2%
COc1cccc(C(=O)N2CCN(S(=O)(=O)Cc3ccccc3)CC2)c1,0%,-18,-9,1,6%,21%,2%
CCOC(=O)c1[nH]c2cc3c(cc2c1NC(=O)CN1CCCC1)OCO3,10%,32,-5,-2,9%,-17%,-5%
O=C(Cn1cnc2c(cnn2-c2ccccc2)c1=O)NCc1ccccc1,18%,-5,32,21*,3%,-20%,u
CCOC(=O)/C=c1\s/c(=C(\C#N)C(N)=O)n(-c2ccccc2)c1=O,84%[activator],22,-3,1,2%,-6%,3%
COc1ccc(S(=O)(=O)N(C)c2ccc(OC(=O)C(C)Oc3ccc(F)cc3)cc2)cc1 (stereo not given),-21%,-10,x,x,x,u,u
O=C(CSc1nc2ccccc2[nH]1)NCc1ccc2c(c1)OCO2,-15%,-25,-1,-5,-11%,-17%,-8%
COCCN(Cc1nc(-c2ccc(-c3ccccc3)cc2)oc1C)C(C)C,-6%,172,38*,31*,-2%,114%[activator],u
CCOc1ccc(Br)cc1S(=O)(=O)Nc1ccc(C(=O)Nc2ccc(C)cc2)cc1,0%,-19,-1,-3,0%,-39%,-2%
O=[N+]([O-])c1cc(Cl)ccc1Sc1ccccn1,-22%,25,-2,-3,-22%,-20%,-7%
CCOc1ccccc1/C=C/c1onc(C)c1S(=O)(=O)N1CCC(C(=O)NC)CC1,0%,15,-1,-3,-6%,82%[activator],u
Cc1occc1-c1nnc(SCC(=O)NCc2cccs2)n1CC1CCCO1 (stereo not given),4%,-11,3,3,15%,7%,1%
CCc1nnc(NC(=O)Cc2cccs2)s1,5%,29,6,2,-4%,-8%,-1%
O=C(CSc1nnc(-c2ccncc2)n1Cc1ccco1)Nc1ccccc1F,3%,u,8,-1,9%,-6%,5%
O=C(COC(=O)c1ccc([N+](=O)[O-])cc1)Nc1ccccc1C(=O)NC1CC1,-3%,-24,x,x,x,-26%,x

# Quoted at random: two records from the list, in no set order.
SMILES,AMA1 RON2 block,HCMV inh,Shiga inhibitor,Cycloheximide cs,FBPA Giardia inh,AmpC no deterg,AmpC inh detg
COCCN(Cc1nc(-c2ccc(-c3ccccc3)cc2)oc1C)C(C)C,-6%,172,38*,31*,-2%,114%[activator],u
CCOC(=O)/C=c1\s/c(=C(\C#N)C(N)=O)n(-c2ccccc2)c1=O,84%[activator],22,-3,1,2%,-6%,3%

# (continued)
SMILES,AMA1 RON2 block,HCMV inh,Shiga inhibitor,Cycloheximide cs,FBPA Giardia inh,AmpC no deterg,AmpC inh detg
NS(=O)(=O)c1ccc(CCNC(=O)c2ccccc2[N+](=O)[O-])cc1,3%[2.32 µM],-5,-4,-2,7%,-9%,-13%
Cc1ccn2c(=O)nc(SCc3cccc(C(F)(F)F)c3)nc2c1,u,-29,4,-1,-1%,17%,3%
CCOc1cccc(NC(=O)C2CCCN(S(=O)(=O)c3ccc(-n4cnnn4)cc3)C2)c1 (stereo not given),-4%,20,14,-2,13%,1%,-7%
OC1(CN2CCOCC2)C2CN3CCN(C2)CC1(c1ccccc1)C3 (stereo not given),1%,30,1,-2,0%,-32%,-5%
COc1cc2oc(=O)cc(-c3ccc(-c4cccc(N)c4)cc3)c2c(OC)c1OC,x,x,i,13,-19%,x,x
O=C(NCc1cccnc1)c1c(O)c2cccc3c2n(c1=O)CCC3,71%[activator],23,-21,1,-8%,186%[activator],6%
Cc1ccc2c(c1)N(CC(=O)N1CCOCC1)C(=O)C(C)O2 (stereo not given),15%,-36,-3,-3,-2%,-5%,-13%
COc1ccc(C(=O)N2CCCC2=O)cc1,0%,u,23,-4,-1%&0%&1%&-1%,5%,-15%
O=C(c1cccc(S(=O)(=O)N2CCN(c3ccc(F)cc3)CC2)c1)N1CCCCCCC1,24%,-13,x,x,x,71%[activator],-18%
CCOC(=O)N1CCN(C(=O)c2oc3ccc(S(=O)(=O)N4CCCCC4)cc3c2C)CC1,-13%,u,-7,-3,2%,115%[activator],0%
O=C(c1ccc2c(c1)N(Cc1ccccc1F)C(=O)c1ccccc1S2)N1CCOCC1,-1%,13,-10,-2,u,116%[activator],-1%

# High-throughput results from PubChem.
